# Screening data as filed in PubChem BioAssay.
# ELG1 genotox – induces genotoxicity in HEK293T cells with luciferase-tagged ELG1; Potency, µM (series often up to 46 µM), for inactives: at the highest dose activity change, positive = activation, usual class: activators; AID 504466; 330,000 compounds, 1.3% hits; HEK293T ELG1-luciferase reporter, luminescence, 16 h; further: % of control where 0% means no effect; nearly all actives have a fitted effect of over 60% in size
#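 Cells (2,000/well) expressing the ELG1-luciferase fusion are dosed by pin tool and kept 16 hr at 37 °C, 5% CO2. Signal comes from ONE-Glo luciferase reagent after 30 min at room temperature.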
# Gal4-VP16 FLuc – Gal4-VP16 reporter inhibition counter-screen | Potency, µM (series often up to 53.6 µM), inactives show at the highest dose activity, negative = inhibition, actives largely listed as inhibitors | AID 2546 | 310,000 compounds, 3.5% hits | Drosophila S2 Gal4-VP16 UAS-luciferase, luminescence, 20 h;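 further: Gal4-VP16 expression switched on by copper sulfate through the metallothionein promoter; on the % scale 0 is the no-effect control and ±100 the full control effect; nearly all actives have a fitted effect of over 50% in size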
# NPC1 prom act – activates the NPC1 promoter | Potency, µM (series often up to 9.22 µM), without a hit: at the top dose activation, usual class: activators | AID 485313 | 320,000 compounds, 2.4% hits | Huh7 NPC1 promoter luciferase reporter, 24 h;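 further: % of control where 0% means no effect; nearly all actives have a fitted effect of over 60% in size; reporter is driven by a mutant NPC1 promoter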
#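 Readout is luciferase luminescence, reflecting NPC1 promoter activation in stably transfected Huh7 cells after 24 h compound exposure at 37 °C in reduced-serum medium with 10% FBS.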
# MLL CXXC-DNA inh – blocks binding of human MLL CXXC domain to DNA; MLL-CXXC / FITC-HOXA9 DNA fluorescence polarization; 290,000 compounds, 0.037% hits; Potency, µM (doses to about 115 µM), inactives show at the highest dose activity change, negative = inhibition, usual class: inhibitors; Q03164; AID 2662; active means well fitted inhibition curve with a large enough effect in the polarisation, with a control signal flat, not every such curve was filed as active; inconclusive means small, poorly fitted or top-dose-only effect, or effect the other way, or a change in a side signal; inactive means no such curve, though single readings can be large or run the other way; the % refers to the polarisation
#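 Fluorescence polarization: 7 uM MLL-CXXC (stock) preincubated 5 min with compounds, then 50 nM fluorescein-HOX-A9 DNA (stock) added; 30 min ambient. Buffer 50 mM Tris-HCl pH 7.5, 50 mM NaCl, 1 mM DTT, 0.05% BSA.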
# p53 reactivator – mutant p53 re-activation in reporter cells; H1299 p53-A138V BP100-luciferase reporter, luminescence, 24 h; Potency, µM (doses to about 92.2 µM), inactives show top-dose activity change, positive = activation, most hits filed as activators; 320,000 compounds, 0.063% hits; further: % of control where 0% means no effect; nearly all actives have a fitted effect of over 45% in size
#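 p53-null H1299 cells stably carrying temperature-sensitive p53-A138V and a BP100-luciferase reporter were pinned with compounds (4-point, 1:5 series) and held 24 hrs at 37 deg C. Luminescence was read 10 min after detection reagent.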
# BRCA1 expr act – activators of BRCA1 expression | 380,000 compounds, 1.1% hits | MCF7-BRCA1-FFLuc reporter, luminescence, 48 h; response scale: scaled: vehicle 0%, 10 µM genistein 100% | Potency, µM (top dose mostly 46.1 µM), inactives show at the highest dose activation, actives largely listed as activators; further: nearly all actives have a fitted effect of over 80% in size; some results filed as inactive show a strong effect at the top dose
#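 MCF7-BRCA1-FFLuc, 2000 cells/well; 2 h attach, 37 °C/5% CO2; compound 48 h; luciferase substrate 15 min; luminescence end-point. Norm. to genistein 10 microM max activation and DMSO; concentration-response curves fitted.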
# FLuc modulator – inhibits or activates purified firefly luciferase, miR-21 counter-screen; purified FLuc, Km substrates, luminescence inhibition; Potency, µM (highest dose often 57.5 µM), for inactives: top-dose activity change, negative = inhibition, hits mostly inhibitors; 360,000 compounds, 6.9% hits;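 further: plate controls were vehicle for no effect and reference inhibitor for full effect; nearly all actives have a fitted effect of over 55% in size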
# Target sequence (P08659 whole entry, looked up): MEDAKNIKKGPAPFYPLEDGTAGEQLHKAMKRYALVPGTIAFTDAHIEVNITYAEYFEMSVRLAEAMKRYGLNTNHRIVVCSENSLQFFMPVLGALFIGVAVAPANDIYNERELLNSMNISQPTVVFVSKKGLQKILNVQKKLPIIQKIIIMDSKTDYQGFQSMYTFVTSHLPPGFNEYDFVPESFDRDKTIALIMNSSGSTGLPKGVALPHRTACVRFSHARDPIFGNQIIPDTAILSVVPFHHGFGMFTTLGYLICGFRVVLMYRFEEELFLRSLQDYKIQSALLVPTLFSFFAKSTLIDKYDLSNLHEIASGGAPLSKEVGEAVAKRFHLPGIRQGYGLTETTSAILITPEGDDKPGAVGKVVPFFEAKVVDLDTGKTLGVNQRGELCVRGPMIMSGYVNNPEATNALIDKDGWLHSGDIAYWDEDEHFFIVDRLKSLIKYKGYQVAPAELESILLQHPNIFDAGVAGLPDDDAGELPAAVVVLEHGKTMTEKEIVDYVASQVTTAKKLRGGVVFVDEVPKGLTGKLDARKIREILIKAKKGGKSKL
#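 Purified P. pyralis luciferase (10nM final) with 10uM D-luciferin and 10uM ATP (Km levels) in 50mM Tris acetate pH 7.5, 10mM Mg acetate, 0.01% Tween-20, 0.05% BSA; qHTS 6-point titration, ~60 µM downward; luminescence read.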
# MBNL1 CUG block – blocks human MBNL1 binding to CUG repeat RNA; Q9NR56; TR-FRET MBNL1-His/biotin-(CUG)12 binding, 665/545 ratio; Potency, µM (highest dose often 57.5 µM), inactives show at the top dose activity change, negative = inhibition, usual class: inhibitors; 280,000 compounds, 0.036% hits; AID 2675; active means well fitted inhibition curve with a large enough effect in the signal ratio, with a control signal flat, not every such curve was filed as active; inconclusive means small, poorly fitted or top-dose-only effect, or effect the other way, or a change in a side signal; inactive means no such curve, though single readings can be large or run the other way; the % refers to the signal ratio; further: on the % scale 0 is the no-effect control and ±100 the full control effect
#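 TR-FRET between His-tagged MBNL1 and biotin-(CUG)12 RNA, detected with Tb anti-His antibody (0.055 ng/ul) and streptavidin-XL665 (5 nM), 60 min at room temperature. Compounds titrated 92 nM to 58 uM; 665/545 nm ratio normalized to buffer and complex controls.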
# Rab9 promoter act – Rab9 promoter activation; 320,000 compounds, 2.8% hits; Potency, µM (doses to about 9.22 µM), for the others: top-dose activation, negative = inhibition, actives largely listed as activators; Huh7 Rab9 promoter-luciferase reporter, luminescence, 24 h; AID 485297; further: % of control where 0% means no effect; nearly all actives have a fitted effect of over 60% in size
#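 Using Huh7 cells stably transfected with Rab9 promoter–luciferase, compounds were incubated 24 h at 37 °C, 5% CO2; luciferase luminescence was read 10 min after reagent addition.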
# RORg inh – inhibitors of mouse ROR gamma transcriptional activity; P51450; Drosophila S2 Gal4-RORgamma UAS-luciferase reporter, 20 h; Potency, µM (top dose mostly 53.6 µM), without a hit: at the top dose activity change, negative = inhibition, actives largely listed as inhibitors; 310,000 compounds, 5.4% hits; AID 2551; further: on the % scale 0 is the no-effect control and ±100 the full control effect; nearly all actives have a fitted effect of over 60% in size
# Target sequence (P51450 whole entry, looked up, the tested form may be a part): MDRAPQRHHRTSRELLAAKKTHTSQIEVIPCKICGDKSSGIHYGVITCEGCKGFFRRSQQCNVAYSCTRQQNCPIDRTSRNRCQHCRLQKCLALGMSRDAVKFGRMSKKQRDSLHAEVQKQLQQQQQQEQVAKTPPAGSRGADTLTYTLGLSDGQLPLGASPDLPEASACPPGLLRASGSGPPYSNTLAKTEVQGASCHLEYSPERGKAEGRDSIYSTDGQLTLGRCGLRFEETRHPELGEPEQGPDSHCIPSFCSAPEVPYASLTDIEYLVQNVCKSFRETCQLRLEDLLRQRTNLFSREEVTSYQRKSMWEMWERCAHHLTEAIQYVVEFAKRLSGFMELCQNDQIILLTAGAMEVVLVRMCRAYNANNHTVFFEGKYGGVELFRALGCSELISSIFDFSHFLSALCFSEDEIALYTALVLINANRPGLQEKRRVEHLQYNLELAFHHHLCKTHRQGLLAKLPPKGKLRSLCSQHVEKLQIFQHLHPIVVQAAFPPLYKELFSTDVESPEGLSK
#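 Drosophila S2 cells stably expressing Gal4-DBD/mouse RORγ fusion under metallothionein promoter plus UAS-luciferase; compound 1 h, then 700 uM CuSO4 induction for 20 h at ambient temperature; inhibition read as reduced luminescence.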
# uPA generation – cell surface uPA generation inhibition; cell surface uPA generation assay, qHTS; Potency, µM (highest dose often 38.3 µM), without a hit: at the highest dose activity change, negative = inhibition, actives largely listed as inhibitors; 330,000 compounds, 0.31% hits; AID 540303; active means well fitted inhibition curve with a large enough effect; inconclusive means small, poorly fitted or top-dose-only effect; inactive means no such curve, though single readings can be large or run the other way; tested in mouse RAW 264.7 cells; further: on the % scale 0 is the no-effect control and ±100 the full control effect; nearly all actives have a fitted effect of over 55% in size
# * hit, by the source's call; ? = inconclusive; . = not tested or not shown; & = joins results of further samples; [ ] = remark or other dose. Unless noted, the call rests on the fitted dose curve; in most records, active means well fitted curve in the direction sought with a large enough effect; inconclusive means small, poorly fitted or top-dose-only effect, or another doubt; inactive means no such curve, though single readings can be large; an effect the other way counts as inactive or inconclusive. Potency means the concentration at half of the fitted maximal effect. The list is partial. The share of hits here may be higher or lower than overall.
SMILES,ELG1 genotox,Gal4-VP16 FLuc,NPC1 prom act,MLL CXXC-DNA inh,p53 reactivator,BRCA1 expr act,FLuc modulator,MBNL1 CUG block,Rab9 promoter act,RORg inh,uPA generation
CC(C)C(CCN1C(=O)c2ccccc2C1=O)c1ccco1 (configuration not stated),1%,-10%,-3%,-2%,0%,-4%[1.84 µM],4%,1%,1%,-19%,0%
Cc1cccc(N(C(=O)c2snc(C(N)=O)c2N)C(C(=O)NCc2ccccc2)c2ccncc2)c1 (configuration not stated),24%,26%,1%,-2%,-6%,-36%,-3%,58%[activator],11%,?,-1%
Fc1cccc(Cl)c1-c1nnc2ccc(N3CCOCC3)nn12,0%,-3%,-3%,-1%,0%,-1%[1.84 µM],3%,-12%,-4%,?,2%
CCOc1cc(NC(=O)C2CCCCC2)c(OCC)cc1NC(=O)c1ccco1,2%,-6%,-1%,5%,-3%,-5%,9%,-13%,0%,19%,2%
Oc1ccc(Cl)cc1-c1cc(-c2ccccc2)n[nH]1,12%,4.5µM*,-7%,6%,?,-34%,?,?,-4%,1.4µM*,-1%
COc1ccc(NC(=S)NCc2ccc3c(c2)cc(C)n3C)cc1,-3%,11µM*,7%,18%,9%,2%,?,28%,-9%,4.5µM*,-7%
CC(=O)Nc1ccc(NC(=O)CSc2nnc(NC(=O)c3cccc(F)c3)s2)cc1,?,?,?,8%,12%,77%,0.67µM*,-1%,3.2µM*,13µM*,-10%
COc1cc2oc(=O)cc(-c3ccc(-c4ccc(CO)cc4)cc3)c2c(OC)c1OC,-5%,-4%,.,.,-2%,-34%,.,.,.,16%,2%
Cn1ncc([N+](=O)[O-])c1C(=O)Nc1ccc(-c2ccccc2)cc1,6%,-22%,21%,-8%,?,-14%,-6%,4%,16%,-7%[1.91 µM],2%
CN=c1scc(C)n1/N=C/c1ccc(O)c(O)c1O,?,7.1µM*,2%,-16%,0%,-34%,1.5µM*,?,17%,2.2µM*,-6%
CCOC(=O)c1[nH]c(C)c(C(=O)NCc2ccc(OC)cc2)c1C,2%,5%,-5%,-9%,-3%,0%,6%,-7%,-4%,-22%,1%
CCC(C)c1ccccc1N1CC(C(=O)Nc2ccc(C)c(S(=O)(=O)N3CCOCC3)c2)CC1=O (configuration not stated),-13%,.,-1%,.,-6%,-37%,-2%,.,2%,.,?
COc1ccc(/C=N/n2c(=O)[nH]c3c([nH]c4ccc(Br)cc43)c2=O)cc1CN1CCOCC1,0%,3%,-5%,-7%,8%,-48%,3%,?,3%,-2%,5%
COc1ccccc1-c1cc(C(=O)N2CCN(S(=O)(=O)c3ccc(C)cc3)CC2)[nH]n1,-14%,-2%,-11%,.,5%,-13%,0%,11%,-5%,19%,-26%
CNC(=S)N(CCc1c(C)[nH]c2ccc(C)cc12)Cc1ccco1,1%,18%,-4%,13%,6%,-42%,9%,-10%,1%,-35%,0%
O=CN1CCN(C(=O)c2ccccc2Cl)CC1,-1%,1%,-4%,-1%,-5%,-16%,0%,3%,?,5%,1%
Cc1ccc(NC(=O)C2CC(=O)N(c3ccc4c5c(cccc35)CC4)C2)cc1 (configuration not stated),-1%,-3%,0%,-1%,-7%,-1%,4%,2%,-1%,38%,-4%
CCOC(=O)c1cnn(-c2ccccc2)c1NC(=O)c1ccccc1,1%,1%,0%,3%,-6%,1%,1%,-5%,10%,-27%,.
Cc1ccc(-c2nsc(SCC(=O)NCC3CCCO3)n2)cc1 (configuration not stated),-3%,27%,20%,1%,9%,33%,17µM*,7%,29%,23%,2%
CCOC(=S)SCC(=O)N1CCc2cc(OC)ccc2C1C1C(=O)CCCC1=O (configuration not stated),?,-11%,-4%,?,?,-43%,6%,4%,2%,-31%,?
COc1ccc(C(CCN2CCCC(C)C2)c2c(OC)cc(OC)c3c2OC(=O)CC3c2cc(OC)c(OC)c(OC)c2)cc1 (configuration not stated),6%,3%&3%,-4%,3%,-3%,15%,1%,5%,-3%,5%&11%,3%
COCCCNc1ncnc2c1cnn2-c1ccc(C)cc1C,4%,7%,0%,-5%,21%,21%,-17%,-3%,-6%,32%,2%
CC1CCCN(S(=O)(=O)c2ccc([N+](=O)[O-])cc2)C1 (configuration not stated),1%,10%,1%,14%,.,-29%,2%,?,6%,?,?
Cc1cc(=O)[nH]c(N/N=C/c2c(F)c(F)c(F)c(F)c2F)n1,3%,13%,2%,5%,7%,-25%,4%,4%,-6%,-43%,1%
O=C(O)c1ccc(S(=O)(=O)c2ccc3c(c2)C(=O)N(c2ccc(Br)cc2)C3=O)cc1,-2%,2%,-1%,7%,2%,-7%,-2%,?,-2%,10%,6%

# (next part)
SMILES,ELG1 genotox,Gal4-VP16 FLuc,NPC1 prom act,MLL CXXC-DNA inh,p53 reactivator,BRCA1 expr act,FLuc modulator,MBNL1 CUG block,Rab9 promoter act,RORg inh,uPA generation
COC(=O)c1ccc(CSc2nncn2N)cc1,-3%,4%,-1%,-1%,3%,4%,-3%,-3%,3%,6%,1%
Nc1c(Cl)cc(-c2csc(N3CCCC3c3nc4cc(Cl)c(Cl)cc4n3CCOCCO)n2)cc1Cl (configuration not stated),-1%,-2%,2%,14%,.,-44%,-3%,6%,-3%,14µM*,3%
Cc1ccc(C(=O)/C=C/c2ccc3ncccc3c2)cc1,?,?,13%,9%,-19%,35%,3.8µM*,-8%,13%,?,-35%
O=C1CN2C(=N1)N(Cc1ccccc1)c1ccccc12,?,4%,5%,9%,4%,-3%,3%,-3%,-3%,-8%,1%
Cc1oc(/N=C/c2ccc(O)cc2O)c(C#N)c1C,7%,-7%,-3%,50%[activator],-4%,-34%,17µM*,12%,2%,-5%,27%
CCOc1ccc2[nH]c3c(N4CCN(c5ccccn5)CC4)ncnc3c2c1,-27%,?,0%,3%,-31%[inhibitor],-71%,?,0%,0%,5%,.
CCOC(=O)Nc1ccc2c(c1)N(C(=O)CCN1CCN(CCO)CC1)c1ccccc1CC2,4%,1%,-2%,4%,-5%,-1%,-8%,-5%,-8%,-6%,-7%
CC(C)CS(=O)(=O)C1=NN2C(=N)/C(=C\c3ccc(OC(=O)c4ccco4)cc3)C(=O)N=C2S1,-1%,-2%,-4%,1%,7%,-3%,-17%,14%,0%,-5%,16%
Cc1ccc(S(=O)(=O)NCCC(=O)NCC(c2cccs2)N(C)C)cc1C (configuration not stated),0%,.,-10%,.,8%,-17%,-3%,.,-1%,.,16%
COc1ccc(C(=O)N/N=C(\C)CC(=O)Nc2ccc(Cl)cn2)cc1,1%,-21%,1%,-1%,12%,6%,-15%,3%,-6%,5µM*,0%
CCCCN(CCCC)CCCNC(=O)C12CN(Cc3ccccc3)CC1C(c1cccc([N+](=O)[O-])c1)=NO2 (configuration not stated),1%,3%,0%,-2%,6%,-16%,-2%,?,2%,-18%,20%
CCOC(=O)C1C(=O)NC(N2CCOCC2)=NC1c1ccco1 (configuration not stated),1%,0%,-2%,-4%,-3%,-27%,-1%,2%,3%,-23%,-12%
N/C(=N\OC(=O)Cc1ccccc1)c1cccc(Br)c1,8%,18%,0%,-3%,4%,44%,17µM*,-3%,1%,32%,2%
COc1ccccc1N1C(N)=NC(N)=NC12CCCCC2,0%,-2%,-6%,12%,0%,-6%,-2%,-5%,2%,0%,-7%
Cc1sc2ncn(CC(=O)NCc3ccco3)c(=O)c2c1-c1ccc(F)cc1,-2%,7%,-1%,3%,1%,-10%,4%,4%,-4%,17%,-3%
Cc1nc2ccccc2c(=O)n1/N=C/c1cccs1,1%,?,12%,0%,2%,11%,-17%,?,?,33%,-6%
COc1ccccc1CNC(=O)c1ccccc1C(=O)NC(C)(C)C(=O)NCc1ccccc1OC,-6%,-1%,1%,73%[activator],-1%,1%,0%,-10%,-7%,-6%,11%
COc1ccc(Cl)cc1NC(=O)CSc1nnc(CNC(=O)c2ccco2)o1,3%,-2%,-4%,-9%,-1%,11%,0%,-5%,-11%,14%,5%
COc1cc(NC(=O)CSc2nnc(Cn3nnc4ccccc43)n2C)cc(OC)c1,-1%,-13%,0%,0%,-3%,4%,1%,-3%,-4%,-8%,-3%
Cc1ccc2c(c1)Oc1ccc([N+](=O)[O-])cc1C(=O)N2,5%,5%,2%,12%,-3%,-63%,0%,11%,-2%,-5%,0%
